# hiPSC survival = enhancers of single-cell hiPSC survival, primary screen, ATPlite luminescence. 100% = ROCK inhibitor wells, 0% = DMSO. survival enhancement, % at 20 µM. 360,000 compounds, 0.044% hits. AID 602274, 2012; in the data active means survival enhancement above about 18%;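 further: cells exposed to compounds for 16 hours before the ATP read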
# H9c2 protect = cardioprotection against H2O2-induced cell death, primary screen, uHTS, H9c2 cells, ATPLite luminescence. H9c2 cardiomyocytes, H2O2 injury protection, 2 h. protection from H2O2 cell death, % at 20 µM. 360,000 compounds, 0.63% hits. AID 588492, 2011;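 active means compounds giving at least 50% protection of heart cells from peroxide-induced death in the single-dose screen, raw or plate-pattern-corrected value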;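 further: 0% = DMSO wells with peroxide and 100% = DMSO wells without peroxide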
# aDG glyco up = activators of alpha-DG glycosylation, primary screen, uHTS, Pro5-aDG cells, AlphaScreen; alpha-DG glycosylation AlphaScreen (IIH6); 0% Pro5, 100% B10-LARGE cell signal; activation, % at 10 µM; 360,000 compounds, 0.22% hits;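 active means activation of at least 8% versus controls, or a plate z-score of at least 8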;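 further: Pro5 are CHO cells carrying HIG-tagged alpha-DG that lacks glycosylation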
# CaV13 ICDI inh = Primary screen for inhibitors of IQ motif and Ca2+-dependent inactivation inhibitor domain binding in CACNA1D, Förster resonance energy transfer in living cells, … | 340,000 compounds, 0.098% hits | HEK cells, CFP/YFP FRET ICDI-IQ, plate reader, 10 min; percent FRET-ratio fall versus neutral wells | inhibition, % at 12.3 µM;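 active means mean replicate inhibition of at least 30% and at least 1% of replicates passing that level; inconclusive means only one of the two criteria is met; inactive means neither criterion is met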;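 further: 0% = median of the neutral control wells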
# Glyco luc inh = increase of ERlucT glycosylation luciferase signal, primary screen, N-linked glycosylation inhibitor project, D54 ERlucT cells, luminescence, set 2. D54 ERlucT glycosylation luciferase reporter, 24 h; percent of 100 nM tunicamycin response. 360,000 compounds, 0.23% hits. reporter increase, % at 12.5 µM;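 active means mean luciferase reporter signal, scaled so untreated is 0 and the glycosylation-blocking control 100, at or above a set limit in every replicate; inconclusive means mean reaches the limit but not every replicate does; inactive means mean below the limit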;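 further: luciferase carries N-glycosylation sites so blocking glycosylation raises the light; 0% = median of neutral control wells and 100% = median of 100 nM tunicamycin wells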
# ABCB6 inh 2 = ABCB6 transporter inhibitors, primary screen, K562-ABCB6 cells, flow cytometry, MLPCN library | K562-ABCB6 porphyrin accumulation, 1 h; hits give low values | fluorescence ratio to DMSO, % at 10 µM | 360,000 compounds, 0.19% hits | AID 602162, 2011;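 active means fluorescence ratio to DMSO below 75%, the collection mean minus 3 SD; inconclusive means too few cells collected in the well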;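 further: signal is porphyrin accumulated inside mitochondria; 100% equals median channel fluorescence of DMSO control wells; lower ratio means ABCB6 inhibition with less porphyrin fluorescence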
# Exocytosis inh = LAMP-1 surface exposure blockers, TALL-104 cells – cell-based, flow cytometry, MLPCN library, primary screen; TALL-104 LAMP-1 surface exposure; cells stimulated with thapsigargin and PMA; AID 651702, 2012; 360,000 compounds, 0.66% hits; inhibition, % at 10 µM;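 active means inhibition above about 55%, limit read from the data; inconclusive means no clear call, values can overlap the other calls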
# PDI turbidity = inhibitors of human PDI, primary screen, biochemical, turbidity, single point, plate reader; Protein disulfide-isomerase (Homo sapiens), P07237; PDI insulin aggregation turbidity, A650, 90 min; inhibition, % at 10 µM; 350,000 compounds, 0.052% hits;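 active means mean inhibition across replicates of 30% or more, whatever share of single replicates reach that level; inconclusive means mean inhibition below 30% while every single replicate reaches 30%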;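 further: absorbance from insulin aggregation driven by PDI reduction with DTT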
# Target sequence (P07237 whole entry, looked up): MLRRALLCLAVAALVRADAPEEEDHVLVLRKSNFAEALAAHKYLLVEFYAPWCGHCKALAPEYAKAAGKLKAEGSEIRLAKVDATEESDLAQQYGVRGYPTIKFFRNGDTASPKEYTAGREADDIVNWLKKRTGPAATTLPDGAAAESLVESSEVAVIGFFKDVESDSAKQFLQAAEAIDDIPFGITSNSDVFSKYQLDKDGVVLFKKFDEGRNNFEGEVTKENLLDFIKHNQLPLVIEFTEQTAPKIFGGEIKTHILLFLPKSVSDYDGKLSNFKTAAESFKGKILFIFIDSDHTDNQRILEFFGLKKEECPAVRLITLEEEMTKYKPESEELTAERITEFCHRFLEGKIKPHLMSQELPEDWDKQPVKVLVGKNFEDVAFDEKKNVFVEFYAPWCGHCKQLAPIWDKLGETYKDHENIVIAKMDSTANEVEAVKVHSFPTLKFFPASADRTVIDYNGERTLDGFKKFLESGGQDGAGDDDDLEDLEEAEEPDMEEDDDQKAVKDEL
# Vif inh = HIV Vif self-association inhibitors, primary screen, imaging, HEK293T, single point; HEK293T cells, Vif self-association by quenched fluorescence, 24 h; 340,000 compounds, 0.35% hits; inhibition, % at 7.49 µM; in the data active means inhibition above about 50%, passing the limit was not always enough; inconclusive means no clear call, values can overlap the other calls; inactive means below about 31%; further: some results filed as inactive read as strong as hits
# HTR2A ag = mouse Htr2a agonists via beta-arrestin recruitment, primary screen, cell-based, luminescence. 360,000 compounds, 0.66% hits. activation, % at 7.6 µM. CHO-K1 mHTR2A beta-arrestin complementation; percent of 30 µM serotonin response. 5-hydroxytryptamine receptor 2A (Mus musculus), P35363. AID 624169, 2012;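 active means activation above a run cutoff, the mean activation of all tested compounds plus 3 SD, cut at about 14% in these data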;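 further: 0% = plate median of compound wells and 100% = 30 µM serotonin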
# Target sequence (P35363 whole entry, looked up): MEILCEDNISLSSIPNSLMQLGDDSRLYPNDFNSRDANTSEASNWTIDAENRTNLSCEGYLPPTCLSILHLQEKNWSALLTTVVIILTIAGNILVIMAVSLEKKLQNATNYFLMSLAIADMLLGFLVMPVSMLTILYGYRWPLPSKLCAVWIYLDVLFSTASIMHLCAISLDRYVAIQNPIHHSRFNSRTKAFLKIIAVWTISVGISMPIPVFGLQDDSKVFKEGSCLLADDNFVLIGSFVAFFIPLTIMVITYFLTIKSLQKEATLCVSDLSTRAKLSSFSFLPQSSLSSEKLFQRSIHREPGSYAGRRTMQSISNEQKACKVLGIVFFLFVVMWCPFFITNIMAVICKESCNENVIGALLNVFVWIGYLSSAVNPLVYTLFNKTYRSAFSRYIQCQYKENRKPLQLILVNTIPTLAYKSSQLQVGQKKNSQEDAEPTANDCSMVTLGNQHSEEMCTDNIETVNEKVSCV
# Starred values were filed as active, the others as inactive; ? = inconclusive; nt = not tested or not shown.
SMILES,hiPSC survival,H9c2 protect,aDG glyco up,CaV13 ICDI inh,Glyco luc inh,ABCB6 inh 2,Exocytosis inh,PDI turbidity,Vif inh,HTR2A ag
COc1ccccc1-c1nn(-c2ccccc2)cc1C(=O)NC1CC1,-0.4,2,-0.2,-3,1,100,2,-6,1,-3
N#CC1=CC2CN(Cc3ccccc3)C1C1C(=O)N(c3ccccc3)C(=O)C21 (stereo unspecified),-1.9,5,0.1,-5,0,97,-1,4,-11,-2
O=C1CCCCN1CC(=O)N1CCCC(N2CCN(c3ccccc3F)CC2)C1 (stereo unspecified),-0.5,2,0.5,-2,1,98,6,1,7,-1
Cc1ccc(S(=O)(=O)NCCN2CCOCC2)s1,0.5,4,0.1,-3,2,106,13,-3,3,-6
COc1ccc(OCc2cc(C(=O)NC(C)c3cnn(C)c3)no2)c(Cl)c1 (stereo unspecified),-0.4,-2,0.1,-2,0,101,1,4,9,-6
Cc1ccc(C)c(Cn2nnc3c(=O)[nH]c(C4CCCN(C(=O)CC(C)C)C4)nc32)c1 (stereo unspecified),1.3,5,-0.1,-8,3,95,5,3,2,8
CCCCC(=O)Nc1ccc(NC(=O)c2ccccc2[N+](=O)[O-])cc1OC,1.4,-1,0.0,-2,2,96,0,-3,7,-3
O=C(/C=C/c1ccccc1)NCCC1=CCCCC1,-1.7,-5,0.2,-14,-3,95,0,2,-6,-2
CC(=O)Nc1ccc(/C=C2\CCc3ccccc3C2=O)cc1,0.0,-10,0.1,-10,-18,96,4,0,-5,-1
COC(=O)c1sc(NC(=O)c2ccco2)c(C#N)c1C,0.2,9,0.1,-2,1,99,-2,0,-18,-3
CCOC(=O)N1CCN(C(=O)C[C@@H]2C[C@@]3(C(=O)OC)CCCCC=C3N(Cc3cccc4ccccc34)C2=O)CC1,-0.9,nt,-0.2,-5,nt,99,2,nt,nt,-1
O=C(NNC(=O)c1ccncc1)Nc1ccccc1,1.1,1,0.1,-2,-1,100,0,2,1,6
O=C(Cc1ccccc1)c1ccccn1,-0.3,6,0.3,-6,-1,132,-5,-6,0,0
CC(=O)N1CCc2cc(S(=O)(=O)CCC(=O)Nc3c(C)n(C)n(-c4ccccc4)c3=O)ccc21,1.4,2,-0.1,nt,0,89,1,-3,5,3
Cc1ccc(NC2CCCN(C(=O)c3nonc3C)C2)cc1C (stereo unspecified),-1.2,-1,-0.1,-5,1,98,1,6,6,0

# Entries of single compounds from above. Order of screens: hiPSC survival	H9c2 protect	aDG glyco up	CaV13 ICDI inh	Glyco luc inh	ABCB6 inh 2	Exocytosis inh	PDI turbidity	Vif inh	HTR2A ag
# COc1ccc(OCc2cc(C(=O)NC(C)c3cnn(C)c3)no2)c(Cl)c1 (stereo unspecified) reads -0.4	-2	0.1	-2	0	101	1	4	9	-6
# O=C(/C=C/c1ccccc1)NCCC1=CCCCC1 reads -1.7	-5	0.2	-14	-3	95	0	2	-6	-2

# Other entries.
SMILES,hiPSC survival,H9c2 protect,aDG glyco up,CaV13 ICDI inh,Glyco luc inh,ABCB6 inh 2,Exocytosis inh,PDI turbidity,Vif inh,HTR2A ag
CO/N=C/C(=N\Nc1ccccc1)C(=O)c1ccccc1,1.1,-10,0.0,-1,-3,103,46,5,10,-1
O=C(Nc1ccccc1)N1CCCC1,-2.8,6,-0.1,-7,6,102,-4,-5,23,-1
COc1ccc(S(=O)(=O)NCc2ccccn2)c(C)c1C,-0.6,-1,0.0,-4,0,102,-3,10,11,3
COc1ccc(N2CC(C(=O)N3CCC4(CC3)CC(=O)c3ccccc3O4)CC2=O)cc1 (stereo unspecified),-0.2,-5,0.3,-14,-2,94,2,-1,-19,6
CCCc1nn2c(=O)cc(COc3ccc(NC(=O)c4ccco4)cc3)nc2s1,0.2,1,-0.1,-16,-1,97,-4,-3,3,0
O=C(NNC(=O)C1CCN(c2ncccn2)CC1)c1ccc(Cl)cc1,3.1,7,0.3,-7,0,100,5,10,-3,1
Cc1cccc(NC(=O)CSCC(=O)Nc2ccc(N3CCOCC3)cc2N2CCOCC2)c1,0.0,1,0.0,-4,2,95,2,-1,1,3
COc1ccccc1C1NC(=O)CCC1[N+](=O)[O-] (stereo unspecified),0.2,5,0.0,-19,0,97,13,0,-6,5
O=c1[nH]c2ccccc2c(=O)n1Cc1ccccc1,-4.7,4,0.2,-5,-1,95,-2,-3,3,-1
O=S(=O)(c1cccc(F)c1)N1CCN(Cc2ccc3c(c2)OCO3)CC1,1.2,-2,0.3,-5,-3,93,-2,-9,-1,4
O=C(CSc1ccccn1)c1ccc(F)cc1,-2.0,7,-0.1,nt,0,85,2,13,?,2
COc1ccccc1/C=C/CN1CCC(n2nccc2NC(=O)CCc2ccccc2)CC1,0.9,-4,2.0,-6,-4,103,1,-1,-19,2
O=C(Nc1cccnc1)C12CC3CC(CC(C3)C1)C2,0.4,8,-0.2,-2,1,100,-3,2,0,3
CC(C)C(NC(=O)c1ccccc1)C(=O)OCC(=O)N1CCCCC1 (stereo unspecified),3.9,10,0.0,-2,-1,97,7,-12,20,-5
O=CN(Cc1nc2ccccc2[nH]1)c1ccc(C(=O)O)cc1,0.5,-2,0.1,-7,2,92,-1,-8,5,-4
CCn1ncc(C(=O)Nc2cccc(Cl)c2)c1C,3.2,-3,-0.1,-4,1,99,13,-8,-6,1
COc1ccccc1-c1ccc(SCC(=O)N2CCOCC2)nn1,0.0,4,-0.4,-8,4,99,0,-1,-4,2
Cc1ccccc1CCN(C(=O)c1csnn1)C(C(=O)NC1CCCC1)c1ccco1 (stereo unspecified),0.6,3,0.0,-6,-3,96,39,-8,7,5
CCOC(=O)CNC(=O)CSc1nnc(SCC(=O)NCC(=O)OCC)s1,1.0,0,0.3,-7,3,102,1,-3,nt,-2
CC(C)(C)c1ccc(C(=O)NCCn2c(N)c(C#N)c3nc4ccccc4nc32)cc1,1.7,19,0.2,21,-1,105,12,9,-3,-6
CCOC(=O)C1=C(C)NC(C)=C(C(=O)OCC)C1C(=O)OCC(=O)NCCc1ccccc1,-0.2,7,0.3,-6,4,107,14,-10,-4,4
Cc1c(NC(=O)/C=C/c2cccs2)c(=O)n(-c2ccccc2)n1C,-2.1,0,0.0,-5,1,98,-3,9,-4,-1
O=C(O)c1cccnc1,9.7,3,-0.1,-4,-1,102,-1,2,-6,-6
Cc1ccc(S(=O)(=O)N2CCN(Cc3cccnc3)CC2)cc1,-0.3,2,0.0,-6,-4,102,1,7,-13,0
CC(C)OC(=O)C1CC(C)(O)C(=O)C(C(=O)OC(C)C)C1c1ccc([N+](=O)[O-])cc1 (stereo unspecified),0.4,6,0.2,-4,-1,105,4,-3,3,-1
COC(=O)c1ccc(COC(=O)CSCC(=O)Nc2ccc(C)cc2C)cc1,-5.0,-4,0.1,-4,2,97,10,?,-9,7
O=C(CN1CCSC1=O)N1CCN(S(=O)(=O)c2ccccc2)CC1,1.2,1,0.0,-2,0,100,-2,-2,nt,3
CCOC(=O)c1nc(NNC(=O)c2ccc([N+](=O)[O-])cc2)sc1C,-0.3,-3,-0.2,-2,-14,93,14,-7,-19,-8
CSCCC(NS(=O)(=O)c1ccc2[nH]c(=O)c(=O)[nH]c2c1)C(=O)O (stereo unspecified),0.6,3,-0.1,4,2,97,0,3,-4,6
Cc1ccc(CCNc2ccccc2C)cn1,-0.3,12,0.1,nt,2,120,11,-3,18,10
CCC(C(=O)OCC(=O)Nc1c(Cl)cc(Cl)cc1Cl)c1ccccc1 (stereo unspecified),0.4,-6,-0.2,-5,-1,101,0,-2,1,1
O=C(NCc1ccccc1)c1c(F)c(F)c(F)c(F)c1F,1.8,-14,1.5,-4,1,95,0,4,nt,6
Cc1ccc(NC(=O)c2nc(S(=O)(=O)Cc3ccccc3)ncc2Cl)cc1,0.0,-16,0.0,-16,-2,35*,33,0,28,-4
NC(=O)CC[C@@H]1NC(=O)[C@@H]2CCCN2C(=O)c2cc([N+](=O)[O-])cc(F)c2NCCC[C@@H](C(N)=O)NC1=O,3.5,1,0.4,-10,0,97,10,10,-3,-4
CCCCOc1ccc(C2/C(=C(/O)c3ccc4c(c3)CC(C)O4)C(=O)C(=O)N2CCCN2CCOCC2)cc1OC (stereo unspecified),-0.2,-1,-0.1,-6,2,103,0,9,?,-1
CCCCn1c(N)c(N(Cc2ccccc2OC)C(=O)CCSC)c(=O)[nH]c1=O,-0.4,-2,0.0,-3,1,94,1,-3,nt,-4
COC(=O)c1ccccc1NC(=O)c1nc2nc(C)cc(C(F)F)n2n1,3.7,36,0.0,nt,1,97,-2,8,6,0
O=C(O)c1ccc(CSc2nnc(-c3ccccc3Br)o2)cc1,-0.6,-5,0.0,-20,1,96,6,-1,-2,16*
Cc1ccc[n+](CC(=O)N2CCCCC2)c1C,0.3,-4,-0.1,-7,2,97,5,-1,14,-7
CCOc1ccccc1N(CC(=O)Nc1ccccc1C(=O)N1CCOCC1)S(C)(=O)=O,-0.3,0,0.0,-6,3,106,10,4,2,-3
O=C(N/N=C/c1coc2ccccc2c1=O)c1cc2ccccc2o1,1.4,5,-0.1,-10,-3,104,-3,-4,-2,-5
CCn1c(SCCC(=O)O)nnc1-c1cccnc1,1.9,-8,0.0,-4,1,97,-1,-8,9,-6
O=c1c2cc(Br)ccc2nc(-c2cccc(Cl)c2)n1O,-0.7,4,-0.1,-4,3,93,-4,-13,nt,10
CCCCC(=O)Nc1ncc(S(=O)(=O)c2ccc([N+](=O)[O-])cc2)s1,0.3,14,0.3,-5,-3,96,-6,-4,-14,0
CCC(=O)NCCCCCCNC(=O)CC,4.6,3,-0.2,-9,0,97,-5,-4,-4,0
CCCCC(=O)NC(=S)NNC(=O)CCc1ccccc1,0.7,10,0.1,8,5,95,3,2,0,-3
O=C(NNC(=O)c1ccc(F)c(S(=O)(=O)N2CCOCC2)c1)c1ccc(Br)cc1,0.6,-3,0.0,-2,0,99,0,-4,-2,3
Oc1oc(-c2ccccc2Br)nc1C=Nc1ccc(Br)cn1,6.2,1,-0.1,-4,4,96,3,2,-7,0
CCOc1cccc(OCCOc2ccc(C(=O)c3ccccc3)cc2)c1,-1.6,-1,0.3,-5,2,98,-9,-1,16,-5
Cc1cc(NC(NC(=O)c2ccco2)(C(F)(F)F)C(F)(F)F)no1,-1.4,-1,0.3,-6,1,102,0,-4,15,5
CN1CCN(C(=O)c2ccc(CN(c3ccccc3)S(=O)(=O)c3ccccc3)cc2)CC1,-1.6,2,-0.2,8,0,89,-1,3,3,-7
NS(=O)(=O)c1ccc(NC(=O)/C=C/c2cn(-c3ccccc3)nc2-c2cccc(Cl)c2)cc1,-0.2,14,0.0,-10,14,98,5,3,2,-5

# Rows are unselected; 3.1% or so of the library scored in one or more.
